# Compound activity deposited in PubChem by several laboratories.
# SUMO Mot1 rescue = SUMOylation pathway inhibition by Mot1-301 growth rescue; S. cerevisiae Mot1-301 growth rescue, ATP luminescence, 38.5C; percent above DMSO median, 100 means doubled; growth rescue, % at 18.8 µM; hit rate 1% among 320,000;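 active = every valid replicate shows activation above 250% relative to neutral control wells; inactive = the rest, any valid replicate at or below 250%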;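 also: OY570 slx delta 5 strain wells were the positive control but not used for scaling; some compounds called inactive have numbers as strong as hits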
# Ecoli viability = reduces bacterial viability in AddAB counter-screen | inhibition, % at 11.9 µM | hit rate 0.27% among 330,000 | AID 449728 | E. coli V3065 growth, OD600 absorbance, 18 h;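 active = inhibition above the campaign's mean inhibition across all tested compounds plus 3 SD, cut at about 9.9% in these data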;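 also: uninfected addAB+ strain grown without phage in ampicillin broth; 0% = DMSO wells and 100% = ciprofloxacin 0.95 µg/ml wells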
# PfHsp90 yeast 2 = inhibits growth of yeast expressing Plasmodium falciparum Hsp90; S. cerevisiae expressing PfHsp90, BacTiter-Glo ATP, 48 h; yeast lacking PDR1 and PDR3 efflux regulators; hit rate 0.32% among 310,000; inhibition, % at 9.4 µM; AID 504621;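 active = every replicate shows inhibition above about 80%, whatever the replicate mean, limit read from the data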;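 also: 0% = DMSO neutral controls and 100% = 20 µM radicicol positive controls; yeast relying on Plasmodium falciparum Hsp90 in place of its own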
# HTR5A inv ctr = HTR5A inverse agonism, opioid heterodimer counter-screen | P47898 | inhibition, % at 9.3 µM | hit rate 0.083% among 340,000 | AID 504634 | HTR5A cell line, luminescence; in the data active = inhibition mostly above about 23%, no sharp cut-off; inactive = mostly below about 18%;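 also: 0% = cells with DMSO and 100% = no-cell wells with DMSO; some compounds called inactive have numbers as strong as hits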
# MOR-DOR inv ag = inverse agonists of human mu-delta opioid receptor heterodimerization; P35372+P41143; cell-based MOR-DOR heterodimer luminescence, inverse agonism; inhibition, % at 9.3 µM; hit rate 0.21% among 340,000; AID 504357; in the data active = inhibition above about 22%, passing the limit was not always enough;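 also: 0% = cells with DMSO and 100% = wells without cells with DMSO; values of inactives mirror those of a sister screen read the other way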
# PKA-R1A act = activates the PKA-R1A holoenzyme complex; PKA-R1A dissociation, Cy5-IP20 fluorescence polarization; scaled: DMSO 0%, 113 µM cGMP 100%; activation, % at 11.4 µM; hit rate 0.083% among 340,000;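 active = percent activation above the mean of all tested compounds plus 3 SD, cut at about 19% in these data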;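 also: higher means more PKAc released from R1A so a rise in polarization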
# MOR-DOR ag = OPRM1-OPRD1 heterodimerization agonism; hit rate 0.3% among 340,000; activation, % at 9.3 µM; P35372+P41143; AID 504326; cells, luminescence; in the data active = activation above about 18%;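 also: 0% = vehicle-treated cells and 100% = reference agonist; values of inactives mirror those of a sister screen read the other way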
# HTR5A ag = HTR5A agonism, opioid heterodimer counter-screen | HTR5A agonist assay, luminescence, cell-based | activation, % at 9.3 µM | hit rate 0.61% among 340,000 | AID 504692; in the data active = activation mostly above about 9.5%, no sharp cut-off; inactive = mostly below about 7.6%;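 also: 0% = cells with vehicle only and 100% = reference agonist; strong numbers were not always called active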
# Pemphigus Ab inh = inhibitors of pemphigus antibody binding to human desmoglein-3. P32926. DSG3-coupled beads, scFv-anti-DSG3-GFP binding, flow cytometry; hits give low values. binding (percent of control), % at 10 µM. hit rate 0.48% among 310,000. AID 588358;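 active = binding more than 3 SD below its plate's average and above zero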;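 also: hits lower antibody fragment binding to DSG3; some compounds called inactive have numbers as strong as hits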
# Target sequence (P32926 whole entry, looked up, the tested form may be a part): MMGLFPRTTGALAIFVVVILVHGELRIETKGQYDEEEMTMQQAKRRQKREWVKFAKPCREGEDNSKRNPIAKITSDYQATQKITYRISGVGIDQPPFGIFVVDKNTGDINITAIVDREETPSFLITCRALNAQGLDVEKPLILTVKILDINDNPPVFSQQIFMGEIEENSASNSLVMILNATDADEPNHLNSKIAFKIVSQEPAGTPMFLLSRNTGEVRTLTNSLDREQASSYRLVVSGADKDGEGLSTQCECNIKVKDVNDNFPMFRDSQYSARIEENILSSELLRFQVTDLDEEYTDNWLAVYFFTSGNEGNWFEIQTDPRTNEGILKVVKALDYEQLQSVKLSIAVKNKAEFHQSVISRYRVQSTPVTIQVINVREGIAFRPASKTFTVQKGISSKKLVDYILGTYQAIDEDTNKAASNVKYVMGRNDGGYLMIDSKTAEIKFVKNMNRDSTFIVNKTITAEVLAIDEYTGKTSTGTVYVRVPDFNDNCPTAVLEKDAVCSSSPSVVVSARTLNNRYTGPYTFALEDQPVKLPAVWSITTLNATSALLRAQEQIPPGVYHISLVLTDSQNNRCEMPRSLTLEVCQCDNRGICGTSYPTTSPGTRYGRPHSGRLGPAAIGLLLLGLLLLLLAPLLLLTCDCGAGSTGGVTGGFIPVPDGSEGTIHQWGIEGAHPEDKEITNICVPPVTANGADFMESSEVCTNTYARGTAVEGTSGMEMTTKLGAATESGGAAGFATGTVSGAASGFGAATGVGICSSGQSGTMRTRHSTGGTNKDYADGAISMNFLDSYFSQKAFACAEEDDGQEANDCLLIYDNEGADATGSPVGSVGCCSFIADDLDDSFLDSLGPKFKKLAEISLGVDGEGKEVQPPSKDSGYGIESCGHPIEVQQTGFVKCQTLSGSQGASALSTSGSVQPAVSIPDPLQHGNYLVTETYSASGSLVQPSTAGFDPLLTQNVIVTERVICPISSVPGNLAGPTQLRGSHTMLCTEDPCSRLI
# phage Ecoli inh = E. coli growth loss with phage present | hit rate 0.26% among 360,000 | inhibition, % at 11.9 µM | AID 651602 | growth absorbance; in the data active = inhibition above about 11%
# AddAB inh = less growth of phage-infected E. coli with AddAB. inhibition, % at 11.9 µM. hit rate 0.29% among 330,000. AID 435030. E. coli expressing H. pylori AddAB, absorbance growth; in the data active = inhibition above about 12%;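 also: 0% = vehicle wells of infected cells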
# The depositor's hits bear a star; nt = no result given.
entry	Structure	SUMO Mot1 rescue	Ecoli viability	PfHsp90 yeast 2	HTR5A inv ctr	MOR-DOR inv ag	PKA-R1A act
1	O=C(NCCCN1CCOCC1)c1cc2cc(Br)ccc2oc1=O	-16	-1.0	14	2	2	2
2	O=C(/C=C/C=C/c1ccccc1)c1ccco1	10	-0.2	-12	4	18	-16
3	Cc1cc(Nc2ccccc2)n2nc(C)c(-c3ccccc3)c2n1	-12	0.2	5	12	-16	-6
4	CCc1ccc(N2CC(C(=O)Nc3ccc(F)cc3)CC2=O)cc1 (stereo unspecified)	-17	-1.3	13	1	-4	0
5	Cc1ccc(-c2nc3ccccc3s2)cc1NC(=O)c1cc(-n2cnnc2)ccc1Cl	-8	-0.4	-22	5	-33	1
6	CCOc1ccc(/C=N/Nc2ccc(Cl)nn2)c(O)c1	-18	0.1	6	12	-18	-7
7	COc1ccc2cc([C@H](C)C(=O)OCc3cn(CC(=O)c4ccc(O)cc4)nn3)ccc2c1	nt	nt	-2	-11	2	-1
8	CC(C)N(C(=O)CSc1nnc(-c2ccc3c(c2)OCO3)n1C)C(C)C	-8	-1.5	-10	-2	3	0
9	CCS(=O)(=O)n1nc(-c2ccc(OC)cc2)nc1N	-5	0.0	-7	-4	18	-1
10	CN(CCOc1ccccc1)C(=O)c1cc(-c2ccco2)nc2ccccc12	-1	0.7	19	2	2	0
11	COc1cccc(C2N(c3ccc(Cl)c(Cl)c3)C(=O)C3CCCN32)c1OC (stereo unspecified)	25	1.3	-34	-10	-7	-18
12	Cc1cc(C)n(C(=O)c2ccc(C)c(Br)c2)n1	2	-0.3	10	13	-14	4
13	CC(C)OP(=O)(c1ccc(N(C)C)cc1)C(Nc1ccccc1)c1ccccc1 (stereo unspecified)	212	-0.5	15	7	-3	-5
14	O=C(NNC1CC(=O)N(c2ccc3c(c2)OCCO3)C1=O)c1ccccc1 (stereo unspecified)	22	-1.6	-12	-10	-1	-15
15	COc1ccc(C(=O)COc2ccc3ccc(=O)oc3c2)c(OC)c1	1	1.4	-23	-27	2	4

entry	MOR-DOR ag	HTR5A ag	Pemphigus Ab inh	phage Ecoli inh	AddAB inh
1	-0.3	2	102	2.7	-0.4
2	-3.4	-1	89	0.2	0.5
3	3.0	-1	114	4.7	1.1
4	0.7	-3	93	1.2	3.2
5	5.8	0	76*	3.9	-1.6
6	3.2	-5	104	0.6	3.8
7	-0.4	3	100	-0.2	nt
8	-0.7	3	106	2.5	0.2
9	-3.6	1	83	5.8	5.5
10	-0.4	-1	105	2.2	0.5
11	1.4	0	103	2.7	5.1
12	3.2	-4	106	3.5	-2.4
13	0.5	1	108	-1.0	1.2
14	0.2	4	91	1.9	1.4
15	-0.3	4	nt	1.9	1.3

# Arranged by formula weight (low to high): 3 of the compounds above.
entry	Structure	SUMO Mot1 rescue	Ecoli viability	PfHsp90 yeast 2	HTR5A inv ctr	MOR-DOR inv ag	PKA-R1A act
10	CN(CCOc1ccccc1)C(=O)c1cc(-c2ccco2)nc2ccccc12	-1	0.7	19	2	2	0
11	COc1cccc(C2N(c3ccc(Cl)c(Cl)c3)C(=O)C3CCCN32)c1OC (stereo unspecified)	25	1.3	-34	-10	-7	-18
5	Cc1ccc(-c2nc3ccccc3s2)cc1NC(=O)c1cc(-n2cnnc2)ccc1Cl	-8	-0.4	-22	5	-33	1

entry	MOR-DOR ag	HTR5A ag	Pemphigus Ab inh	phage Ecoli inh	AddAB inh
10	-0.4	-1	105	2.2	0.5
11	1.4	0	103	2.7	5.1
5	5.8	0	76*	3.9	-1.6

# Additional results follow:
entry	Structure	SUMO Mot1 rescue	Ecoli viability	PfHsp90 yeast 2	HTR5A inv ctr	MOR-DOR inv ag	PKA-R1A act
16	Cc1ccc(NC(=S)NC2CCN(Cc3ccccc3)CC2)c(C)c1	49	5.3	3	-9	6	-22
17	COc1ccc(CCC(=O)OCC(=O)NC(=O)c2ccc(Cl)cc2)cc1	-8	-0.1	11	20	-9	-3
18	CC(C)c1ccc(NC2CCCN(C(=O)c3cnc4ccccn4c3=O)C2)cc1 (stereo unspecified)	314	1.4	-4	1	9	-1
19	COC(=O)Nc1ccc(SCC(=O)c2cccc([N+](=O)[O-])c2)cc1	139	-0.9	6	12	20	-10
20	COc1ccc(OC)c(CN2CCN(C(=O)CCC(=O)c3cccs3)CC2)c1	-25	-0.3	-21	-6	-7	8
21	Cc1ccc(S(=O)(=O)CCN2CCC(n3cccc3)CC2)cc1	-26	0.5	8	8	10	8
22	CCCOc1ccc(N2C(=O)CC(S/C(N)=N/N=C(\C)c3cccs3)C2=O)cc1 (stereo unspecified)	236	-1.8	8	4	-10	-5
23	O=C(Nc1ccc(F)cc1F)N1CCCN(c2ccc(C(F)(F)F)cn2)CC1	548*	-0.1	6	1	4	-10
24	O=[N+]([O-])c1ccc(-c2cnc(NO)nc2)cc1	-1	31*	4	-5	0	0
25	C=CCN(Cc1ccco1)S(=O)(=O)c1ccc(Cl)cc1	6	0.6	12	16	22	6
26	O=C(C1CC(c2ccccc2O)=NO1)N1CCCCC1 (stereo unspecified)	22	0.0	-7	-19	-1	-12
27	O=C(Nc1ccccc1F)c1ccn[nH]1	-25	-0.1	-9	-3	8	10
28	Cc1[nH]n(-c2ccc([N+](=O)[O-])cc2)c(=O)c1C=NCCN1CCN(C(=O)c2ccc(F)cc2)CC1	-33	-1.9	-18	22	-3	-2
29	N#Cc1ccccc1NS(=O)(=O)c1cc2c3c(c1)CCN3C(=O)CC2	-5	1.3	-20	12	3	-2
30	Clc1ccc(Cn2ncc3c(NCc4ccccc4)ncnc32)cc1	-9	-1.1	-29	11	1	-8

entry	MOR-DOR ag	HTR5A ag	Pemphigus Ab inh	phage Ecoli inh	AddAB inh
16	-1.3	0	nt	4.1	2.6
17	1.8	-5	119	1.6	-0.4
18	-1.6	-1	101	2.3	0.2
19	-3.8	-3	99	-0.7	0.5
20	1.1	0	101	2.9	0.8
21	-2.0	0	115	1.5	2.6
22	1.8	-1	105	0.3	-2.5
23	-0.7	6	nt	2.0	0.6
24	0.0	2	104	31*	33*
25	-6.8	2	103	0.6	1.6
26	0.2	6	97	0.5	1.1
27	-1.5	1	104	2.5	1.0
28	0.6	-8	100	1.7	2.4
29	-0.5	-1	95	-0.4	-0.4
30	-0.1	-2	103	4.5	0.2

# (more compounds)
entry	Structure	SUMO Mot1 rescue	Ecoli viability	PfHsp90 yeast 2	HTR5A inv ctr	MOR-DOR inv ag	PKA-R1A act
31	COCC(=O)n1nc(-c2ccccc2)nc1NCc1cccs1	nt	nt	2	22	13	-8
32	COc1cccc(-c2cc(C(=O)NCc3ccc(Cl)cc3)no2)c1	4	-0.7	nt	-30	-14	-3
33	NC(=S)N/N=C/c1ccc(-c2cc(Cl)c(Cl)cc2Cl)o1	-15	-0.1	-77	-30	-27	10
34	COC(=O)C1C2CC(C(Br)C2Br)C1C(=O)O (stereo unspecified)	nt	nt	-2	6	10	4
35	COc1ccc(-c2cc(CCC(=O)N3CCN(c4cc(C)ccc4C)CC3)on2)cc1	nt	-0.2	4	1	9	-2
36	COc1cccc(/C=N/NC(=S)NCCc2ccccc2)c1	15	2.5	-101	3	-7	-2
37	CCOc1ccccc1C(=O)NC1CC2CCCC(C1)N2Cc1ccc(C)cc1 (stereo unspecified)	-9	-2.5	-10	-5	13	2
38	O=C(Nc1nnc(-c2ccc(Cl)cc2)o1)Nc1ccccc1F	-10	-1.3	-1	24	15	-17
39	CSc1nc(N)nc2c1ncn2CC(=O)NCc1ccccc1	-5	0.2	7	nt	nt	-2
40	O=C(Nc1cccnc1N1CCOCC1)c1cc2ccccc2oc1=O	-4	1.9	13	17	-1	-8
41	CN1C(=O)N(C)C2C1N(C)S(=O)(=O)N2C (stereo unspecified)	-4	-2.0	0	6	7	-3
42	CCOc1cc(C(=O)Nc2ccc3c(c2)OCO3)ccc1OCCOc1ccccc1Cl	-13	0.4	-4	7	7	-1
43	CC(/C=N/n1c(-c2cccnc2)n[nH]c1=S)=C\c1ccco1	9	0.3	-16	-12	-4	-1
44	C/C(=N\OC(=O)NC(C)C)c1sc(-c2ccccc2)nc1C	7	1.6	-5	-3	2	-13
45	CC(C)NC(=S)N=Nc1c(O)[nH]c2ccc(C(C)C)cc12	-2	-4.4	-8	21	-18	2

entry	MOR-DOR ag	HTR5A ag	Pemphigus Ab inh	phage Ecoli inh	AddAB inh
31	-2.8	1	100	1.5	nt
32	2.5	3	109	0.1	2.3
33	4.7	12*	99	2.9	0.2
34	-2.1	-1	111	2.7	nt
35	-1.8	0	113	2.9	1.7
36	1.0	1	94	-1.0	3.8
37	-2.5	-2	99	0.9	2.4
38	-2.8	2	87	2.1	-1.0
39	nt	nt	102	2.7	3.9
40	0.2	0	87	3.3	-1.1
41	-1.2	-5	106	3.5	0.2
42	-1.2	-4	85	2.7	1.2
43	0.9	1	107	-1.5	0.3
44	-0.3	-5	118	1.3	1.6
45	2.7	-3	102	1.0	-1.0

# (list continues)
entry	Structure	SUMO Mot1 rescue	Ecoli viability	PfHsp90 yeast 2	HTR5A inv ctr	MOR-DOR inv ag	PKA-R1A act
46	O=C(NNc1ccc(O)cc1)c1ccc(Br)cc1	6	5.9	-8	24	66*	3
47	CCc1ccc2nc(N(CCCN(C)C)C(=O)c3ccc4c(c3)OCCO4)sc2c1	-14	-0.8	45	8	-17	3
48	Cc1nn(S(=O)(=O)c2ccc(C(C)(C)C)cc2)c(C)c1S(=O)(=O)N1CCOCC1	15	-0.2	24	7	-3	0
49	CCCCNC(=O)c1ccc(/C=C2\Oc3ccccc3N(C)C2=O)cc1	53	-0.1	8	-3	14	-8
50	CC(OC(=O)CCCN=C1NS(=O)(=O)c2ccccc21)C(=O)c1ccccc1 (stereo unspecified)	-6	1.0	8	0	3	12
51	Cc1cc(=O)n2nc(N3CCCC(C(=O)Nc4ccc(C)c(C)c4)C3)sc2n1 (stereo unspecified)	9	-0.6	14	-4	13	-4
52	CC1CCCCN1CC(=O)Nc1ccc2c(c1)OCO2 (stereo unspecified)	40	-1.4	24	6	11	6
53	CCOc1ccccc1C(=O)N/N=C/c1coc2ccc(Cl)cc2c1=O	-4	nt	23	0	11	3
54	N/C(CC(=O)NCCOc1ccccc1)=N\O	-8	-0.9	-11	-29	-8	-21
55	Cn1c(=O)[nH]c(=O)c2c1nc(Br)n2Cc1cccc(Br)c1	3	-0.8	7	-16	10	-10
56	CCN1CCN(c2ccc(S(=O)(=O)N3CCCCC3)cc2NC(=O)c2cccc(OC(F)F)c2)CC1	7	-2.2	-57	-2	12	-1

entry	MOR-DOR ag	HTR5A ag	Pemphigus Ab inh	phage Ecoli inh	AddAB inh
46	-9.6	1	107	9.9	6.7
47	3.1	0	115	-2.7	-1.5
48	0.7	5	100	3.1	6.0
49	-2.7	1	95	1.8	-1.0
50	-0.4	0	101	3.2	1.7
51	-2.3	7	113	2.4	0.0
52	-2.5	-2	106	1.2	0.9
53	-1.9	0	nt	0.6	nt
54	1.3	12	100	-1.6	-1.0
55	-2.0	0	100	0.8	0.5
56	-2.5	3	104	3.4	-0.8
